Assay outcomes: PubChem BioAssay, several laboratories
SUMO Mot1 rescue – yeast Mot1-301 growth rescue at high temperature, primary screen, SUMOylation pathway inhibitor project, S. cerevisiae, ATP luminescence, 38.5C; S. cerevisiae Mot1-301 growth rescue; percent above DMSO median, 100 means doubled; growth rescue, % at 18.8 µM; 320,000 tested, 1% active;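 active = every valid replicate shows activation above 250% relative to neutral control wells; inactive = the rest, any valid replicate at or below 250%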;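 also: OY570 slx delta 5 strain wells were the positive control but not used for scaling; some compounds called inactive have numbers as strong as hits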
NSD2 HMT inh – NSD2 histone methyltransferase inhibitors, primary screen, biochemical, AlphaScreen, single concentration, set 2; inhibition, % at 12.5 µM; NSD2 peptide methylation, 120 min; AID 743445, 2014; Histone-lysine N-methyltransferase NSD2 (Homo sapiens), O96028; 310,000 tested, 0.54% active; in the data active = inhibition above about 50%
SR-BI DiI-HDL act – activators of SR-BI mediated DiI-HDL uptake, primary screen, ldlA[mSR-BI] CHO cells, DiI fluorescence; 3 h; 100 = double the neutral-control signal; activation, % at 12.5 µM; 320,000 tested, 0.096% active;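 active = mean replicate activation of at least 60% and every replicate at or above 60%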;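 also: 0% = median plate neutral-control signal and 100% = twice that signal; values of inactives mirror those of a sister screen read the other way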
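Test system: SR-BI-overexpressing, LDLR-lacking CHO cells; Medium: Ham's F12 with 0.5% BSA, HEPES 25 mM, pH 7.4; Schedule: 3 h, 37 °C; Technique: bottom-read fluorescence, 550/595 nm.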
PKA-R1A act – activators of PKA-R1A holoenzyme, primary screen, biochemical, fluorescence polarization, Cy5-IP20, bovine R1A, mouse PKAc. cAMP-dependent protein kinase type I-alpha regulatory subunit (Bos taurus) + …. PKA-R1A dissociation; scaled: DMSO 0%, 113 µM cGMP 100%. activation, % at 11.4 µM. 340,000 tested, 0.083% active;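 active = percent activation above the mean of all tested compounds plus 3 SD, cut at about 19% in these data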;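 also: higher means more PKAc released from R1A so a rise in polarization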
dFosB activator – activators of delta FosB homodimer, primary screen, biochemical, fluorescence polarization, TAMRA-CDK5 oligo, single point | 340,000 tested, 0.99% active | purified delta FosB; percent of positive-control signal above neutral wells | activation, % at 25 µM | Protein FosB (Mus musculus), P13346 | AID 493131, 2011;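 active = mean activation above about 17%, with every replicate also reaching it, limit read from the data, passing the limit was not always enough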;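 also: fluorescence polarization rise as delta FosB binds a TAMRA Cdk5 AP-1 oligo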
Pemphigus Ab inh – inhibitors of pemphigus antibody binding to DSG3, primary screen, biochemical, bead-based, flow cytometry, scFv-GFP; DSG3-coupled beads, scFv-anti-DSG3-GFP binding; stronger effect = lower value; binding (percent of control), % at 10 µM; Desmoglein-3 (Homo sapiens), P32926; 310,000 tested, 0.48% active;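 active = binding more than 3 SD below its plate's average and above zero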;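 also: hits lower antibody fragment binding to DSG3; some compounds called inactive have numbers as strong as hits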
MITF act – activators of MITF-driven TRPM1 promoter reporter, primary screen, cell-based, SK-MEL-5, luciferase, single point; SK-MEL-5 TRPM1-promoter luciferase, 24 h; % of positive control, neutral wells = 0; 300,000 tested, 0.75% active; activation, % at 12.5 µM;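 active = mean activation of at least 80% with every replicate also reaching 80%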;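 also: 0% = neutral control wells and 100% = parthenolide positive control wells; values of inactives mirror those of a sister screen read the other way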
CDK5 inh – inhibitors of human CDK5/p35 kinase, primary screen, biochemical, single concentration | inhibition, % at 10 µM | 330,000 tested, 0.01% active | Recombinant CDK5/p35, ADP-Glo luminescence, 60 min | AID 488839, 2010 | Cyclin-dependent kinase 5 (Homo sapiens) + Cyclin-dependent kinase 5 activator 1 (Homo …;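 active = highest replicate inhibition of at least 50% and at least 75% of replicates reaching 50%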;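 also: plate controls were DMSO neutral control for no effect and GW8510 at 10 µM for full effect; many of its hits are not listed in these tables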
Arr AP2 block – inhibitors of beta-arrestin/AP2 binding, primary screen, biochemical, GPCR trafficking, flow cytometry; FITC-arrestin peptide / GST-AP2 beads; AP2 beta2 appendage carries R879A mutation; inhibition, % at 10 µM; beta-arrestin 1 C-terminal peptide binding to AP2 beta2-adaptin appendage (human); 340,000 tested, 0.31% active; AID 504490, 2011;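 active = inhibition above a set limit, near 3 SD of compounds lacking own fluorescence, cut at about 54% in these data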;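 also: plate controls were DMSO wells for no effect and 5 µM unlabelled arrestin peptide for full effect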
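System: GST-AP2 R879A bound to glutathione beads, E. coli-expressed. Also added: 50 nM FITC-arrestin peptide. Schedule: compound with beads 12 min RT, then probe 1 h RT. Signal: bead flow cytometry, FITC channel. Read-out basis: percent response.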
PKA-R2B act – activators of PKA-R2B holoenzyme, primary screen, biochemical, fluorescence polarization, Cy5-IP20, human. cAMP-dependent protein kinase catalytic subunit beta (Homo sapiens) + cAMP-dependent …. PKA-R2B holoenzyme dissociation; R2B truncated from residue 108, S112A mutant; 0% DMSO only, 100% 113 µM cGMP. activation, % at 11.4 µM. 340,000 tested, 0.079% active;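 active = activation above a cutoff set at the mean over all compounds plus 3 SD, cut at about 18% in these data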;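 also: higher means more holoenzyme dissociation and a rise in polarization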
Target sequence (P31323 whole entry, looked up, other chains not shown, the tested form may be a part): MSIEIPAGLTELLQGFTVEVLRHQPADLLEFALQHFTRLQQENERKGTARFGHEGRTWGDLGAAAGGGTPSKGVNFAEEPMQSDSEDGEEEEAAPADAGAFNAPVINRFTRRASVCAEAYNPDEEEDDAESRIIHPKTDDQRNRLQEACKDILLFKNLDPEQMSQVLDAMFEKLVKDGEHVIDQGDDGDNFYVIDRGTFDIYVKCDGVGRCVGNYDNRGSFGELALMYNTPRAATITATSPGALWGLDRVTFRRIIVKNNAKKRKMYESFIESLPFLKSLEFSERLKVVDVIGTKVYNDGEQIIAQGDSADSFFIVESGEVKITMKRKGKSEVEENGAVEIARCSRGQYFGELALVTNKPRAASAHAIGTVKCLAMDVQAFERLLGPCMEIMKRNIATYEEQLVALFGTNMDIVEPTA
SR-BI HDL uptake – inhibitors of SR-BI mediated HDL lipid uptake, primary screen, ldlA[mSR-BI] cells, fluorescence, single point; Scavenger receptor class B member 1 (Mus musculus), Q61009; ldlA[mSR-BI] CHO cells, DiI-HDL uptake fluorescence, 3 h; inhibition, % at 12.5 µM; 320,000 tested, 0.96% active; AID 488896, 2010;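 active = mean replicate inhibition of at least 70% and a set share of replicates each scoring 70 or more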;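 also: 0% = median of neutral control wells and 100% = median of positive control wells; values of inactives mirror those of a sister screen read the other way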
Target sequence (Q61009 whole entry, looked up): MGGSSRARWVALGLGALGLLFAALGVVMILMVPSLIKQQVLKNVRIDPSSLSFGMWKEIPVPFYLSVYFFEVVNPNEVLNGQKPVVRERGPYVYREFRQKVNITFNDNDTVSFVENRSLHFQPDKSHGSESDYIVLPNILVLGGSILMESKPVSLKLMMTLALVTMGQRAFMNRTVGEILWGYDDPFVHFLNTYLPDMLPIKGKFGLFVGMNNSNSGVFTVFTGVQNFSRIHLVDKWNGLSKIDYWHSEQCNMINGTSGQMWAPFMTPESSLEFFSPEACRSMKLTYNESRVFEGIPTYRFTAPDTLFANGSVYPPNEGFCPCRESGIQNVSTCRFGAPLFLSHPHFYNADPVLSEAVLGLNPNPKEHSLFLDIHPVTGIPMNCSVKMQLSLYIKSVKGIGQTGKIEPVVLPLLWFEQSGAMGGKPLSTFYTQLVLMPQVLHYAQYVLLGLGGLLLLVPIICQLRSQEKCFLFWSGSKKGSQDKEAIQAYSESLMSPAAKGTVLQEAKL
* hit, by the source's call; nt = no result given; & = joins results of further samples. Rows were taken by chance (roughly 4.7% active in at least one column).

PKA-R2B act	dFosB activator	Arr AP2 block	NSD2 HMT inh	SUMO Mot1 rescue	MITF act	SR-BI DiI-HDL act	SR-BI HDL uptake	CDK5 inh	Pemphigus Ab inh	PKA-R1A act	Compound
3	5	3	nt	-4&-13	8	6	-6	0.8	111	-3	CN(C(=O)C(Cl)Cl)c1ccc(OC(=O)c2ccco2)cc1
-1	-19	-2	1	-6	1	20	-20	-0.1	106	-10	CN(C)C(CNC(=O)c1ccc(S(=O)(=O)Nc2ccccc2)cc1)c1ccco1 (centres undefined)
1	-7	-8	0	3	-21	-2	2	6.6	88	-10	CCCCc1cc(=O)oc2cc(OCC(=O)N3CCOCC3)ccc12
6	6	-5	0	-9	7	-10	10	-0.7	105	-17	COc1ccccc1NS(=O)(=O)c1ccc(C(=O)NCc2ccncc2)cc1
-12	-12	-4	0	9	-17	-34	34	1.9	104	-7	CCN1C(=O)/C(=C/c2nc3ccccc3c(=O)n2-c2ccccc2)c2ccccc21
-3	-27	-2	2	190	nt	nt	nt	-5.7	93	-4	COc1ccc(CC(=O)Nc2nc(-c3ccccc3)c(C(C)=O)s2)cc1OC
5	-6	34	-1	-8	5	-57	57	-1.5	97	-5	COc1ccccc1NC(=O)c1cc(S(=O)(=O)NC2CCCC2)ccc1F
-3	2	6	2	7	-5	3	-3	-1.6	99	-7	O=[N+]([O-])c1cc(S(=O)(=O)N2CCOCC2)ccc1N1CCCC1
0	-3	21	30	76	19	-2	2	-1.4	95	4	CCN1CCN(c2nnc(-c3ccc(C)cc3)c3ccccc23)CC1
2	-13	3	-1	nt	21	-4	4	0.1	nt	-5	Fc1ccc(CSc2ncnc3ccccc23)cc1
-11	-9	26	0	73	nt	38	-38	-0.3	nt	-5	O=c1/c(=C/c2cccc3ccccc23)sc2ncnn12
4	0	6	0	246	6	-7	7	-7.0	102	-2	O=c1cc(CCl)[nH]c2nc3ccccc3n12
5	-5	-13	4	6	-3	3	-3	2.0	89	-6	C=CCNc1nc(N)c([N+](=O)[O-])c(N2CCCCCC2)n1
-10	-8	25	-1	13	-1	8	-8	-1.2	99	-12	Cc1ccc(C(=O)c2c[nH]c(C(=O)NCc3cccnc3)c2)cc1
-2	-2	12	0	-17	8	24	-24	-1.6	99	-2	Cc1cc(C(F)(F)F)n2[nH]c(=O)c(N=Nc3ccccc3)c2n1
-2	1	5	0	14	-3	-21	21	-1.9	99	0	C/C(=N\NC(=O)c1cccc(N2CCCC2=O)c1)c1ccc(N)cc1
0	25*	1	0	nt	-6	-32	32	1.4	78	1	COc1cc(C(=O)NCc2ccc(C)cc2)ccc1OCc1c(C)noc1C
1	-5	-3	nt	-12	-18	-8	8	-0.4	110	9	COc1ccc(OCC(O)CNC(=O)Nc2cccc3ccccc23)cc1 (centres undefined)
-10	7	-11	nt	181	-10	4	-4	-1.6	110	7	CCC(C)(C(=O)NC1CCCC1)N(C(=O)c1cnccn1)c1c(C)n(C)n(-c2ccccc2)c1=O (centres undefined)
-8	-2	1	1	0	nt	0	0	-0.3	97	-4	CCn1c(SCC(=O)Nc2cccc(NC(C)=O)c2)nnc1C(C)C
-3	4	-4	2	-2	21	-54	54	3.4	96	2	Cc1ccc(-c2csc(NC(=O)c3cccc([N+](=O)[O-])c3)n2)cc1
0	3	1	nt	-21	11	0	0	-0.6	109	5	C/C(=N\NC(=O)c1ccccc1C)c1cccnc1
-8	2	-23	3	41	-4	14	-14	-2.3	81	-8	COc1ccc(NC(=O)CN2C(=O)NC(CC(C)C)C2=O)cc1S(=O)(=O)N1CCOCC1 (centres undefined)
-16	-3	8	-2	16	6	1	-1	-1.0	97	-8	COC(=O)c1ccc(CNC(=O)C2CCC(=O)N(C3CCCCCC3)C2)cc1 (centres undefined)
-6	-11	25	1	4	-10	11	-11	1.7	nt	-10	CC(=O)NC(C)c1nc2ccccc2n1CC(=O)N1C(C)CCCC1C (centres undefined)
-3	-7	-8	nt	nt	-20	-32	32	-1.2	94	-9	COc1cc(-c2cccc([C@H]3[C@@H]4C=CC[C@@H](C)[C@@H]4C(=O)N3Cc3ccccc3)c2)cc(OC)c1OC
0	-9	22	1	-15	-5	19	-19	-0.8	104	9	O=C(c1ccc2c3c(cccc13)C(=O)N(O)C2=O)N1CCCCC1
-13	-4	-2	-3	-20	8	13	-13	-0.1	95	10	CC1=Cc2ccccc2C(C#N)N1C(=O)c1ccccc1 (centres undefined)
-2	6	-19	-4	5	nt	-34	34	-0.7	122	-3	Cc1cc(C)nc(SCc2c(F)cccc2Cl)n1
-10	-3	-3	0	182	8	3	-3	0.0	101	-13	O=c1c2ccccc2nc(SCc2cccc(F)c2)n1-c1cccc(S(=O)(=O)N2CCCC2)c1

Brought forward from above: 2 entries; new compounds follow.
PKA-R2B act	dFosB activator	Arr AP2 block	NSD2 HMT inh	SUMO Mot1 rescue	MITF act	SR-BI DiI-HDL act	SR-BI HDL uptake	CDK5 inh	Pemphigus Ab inh	PKA-R1A act	Compound
-2	6	-19	-4	5	nt	-34	34	-0.7	122	-3	Cc1cc(C)nc(SCc2c(F)cccc2Cl)n1
-10	-3	-3	0	182	8	3	-3	0.0	101	-13	O=c1c2ccccc2nc(SCc2cccc(F)c2)n1-c1cccc(S(=O)(=O)N2CCCC2)c1
-3	-5	8	0	nt	-8	3	-3	-4.4	nt	-9	O=C(c1ccco1)N1CCN(C(c2ccccc2F)c2nnnn2Cc2cccs2)CC1 (centres undefined)
-5	1	4	1	15	31	6	-6	-0.3	111	11	Cc1cc(C(=O)CSc2nc3ccccc3c(=O)[nH]2)c(C)n1C
1	-6	2	nt	16	4	-23	23	2.6	92	1	Cc1ccc(NC(=S)N2CCC(c3nc4ccccc4s3)CC2)cc1
-3	0	-2	-3	385	67	26	-26	0.1	98	-17	CCNC(=O)CCCOc1ccc(Cl)cc1Cl
-4	0	4	-1	24	-10	4	-4	0.4	92	1	Cc1[nH]c2ccccc2c1C(=O)CN1CC(C)CC(C)C1 (centres undefined)
0	-3	9	-1	9	-26	-69	69	0.7	98	-2	Cc1cccc(C(=O)Nc2ccc(C(=O)/C=C/c3cccnc3)cc2)c1
-5	4	6	20	-9	13	-54	54	1.1	97	4	Cc1ccc(Nc2nnc(C3C(=O)N(C)C4(C)CC3c3cc(Br)ccc3O4)s2)cc1 (centres undefined)
-1	4	2	-2	311	2	15	-15	-0.5	102	-2	CN(C)/C=C(\C(=O)c1ccccc1)c1nnnn1-c1ccccc1
-11	-2	6	0	nt	-2	3	-3	0.4	102	-3	Cc1cc2oc(=O)c3c(c2cc1OC(=O)c1ccco1)CCCC3
-2	-2	43	-1	-11	95*	-3	3	0.9	89	-5	O=C(CSc1ccccn1)Nc1ccc2c(c1)C(=O)c1ccccc1C2=O
0	-6	8	nt	13	-14	-5	5	0.8	99	3	O=C(NCc1ccc(C(F)(F)F)cc1)C1CC(c2ccccc2[N+](=O)[O-])=NO1 (centres undefined)
-1	-8	4	-2	-17	-5	-49	49	nt	nt	-10	O=[N+]([O-])c1cccc(-c2nnc3c4ccccc4c4ccccc4n23)c1
2	-14	6	-2	4	47	-9	9	-1.8	99	-3	CC(=O)Oc1ccc(/C=N/NC(=S)Nc2ccccc2)cc1
-6	-5	5	-1	733	nt	19	-19	2.9	101	14	CC1CC(N(C(=O)C2CC2)c2ccccc2)c2ccccc2N1C(=O)C1CC1 (centres undefined)
-6	-1	25	0	34	12	40	-40	0.6	104	-5	C/C(=N\Nc1ccc2nncn2n1)c1cccs1
0	-14	-12	13	nt	11	-6	6	1.2	86	-13	COc1ccc(N=C2NC(=O)/C(=C\C=C\c3ccco3)S2)cc1
7	-5	4	2	94	nt	1	-1	1.1	107	-10	CCCc1nnc(NC(=O)CC(=O)OCC)s1
-11	5	21	-4	1	9	-31	31	-3.3	123	5	CNC(=S)N/N=C/c1c(C)nn(-c2ccc(F)cc2)c1Cl
-11	7	2	-1	78	-2	-30	30	-1.1	98	-7	CCCCC(=O)Nc1ccc(NC(=O)c2ccc([N+](=O)[O-])cc2)cc1OC
5	-4	6	-1	11	9	-12	12	0.2	96	-5	CC(C)(C)/C(Cn1cncn1)=N\OC(=O)Nc1ccc(Cl)cc1
2	5	-2	7	-8	nt	14	-14	-1.5	100	1	C=CCc1cccc(CNn2cnnc2)c1O
-1	-3	19	nt	-24	-1	-24	24	0.2	97	5	CCCCn1c(=O)[nH]c(=O)c2c1nc(-c1ccc(OCCC)c(OCC)c1)n2CCOC
-3	-12	0	nt	81	19	-15	15	0.9	nt	-6	O=C(NCC(c1ccco1)N1CCCC1)c1sc2ccccc2c1Cl (centres undefined)
-16	1	13	-2	5	-10	2	-2	-0.2	104	-16	COC(=O)c1c(C)oc(C)c(C(=O)OC)c1=O
-3	-3	-3	-1	23	-4	33	-33	-2.2	92	-14	CC1CCN(C(=O)c2cc(Cl)nc3ccccc23)CC1
10	-6	1	nt	11	-2	1	-1	-0.3	108	-14	C[C@H](CO)N1C[C@H](C)[C@@H](CN(C)C(=O)Nc2ccccc2)Oc2ccc(NC(=O)CCC(F)(F)F)cc2C1=O
-8	-5	4	-3	-18	-2	15	-15	1.4	nt	-1	O=C(COC(=O)CNC(=O)c1ccccc1)NCCNC(=O)COC(=O)CNC(=O)c1ccccc1
3	2	-1	1	-15	-7	-12	12	-0.5	95	-6	COc1ccc(CCC2(C)NC(=O)N(C(C)C(=O)N3c4ccccc4CC3C)C2=O)cc1 (centres undefined)
